Assay outcomes deposited in PubChem BioAssay by Broad Institute.
PAX8 inh HTS: lowers PAX8-driven luciferase in RMG-I cells; RMG-I TPO-luciferase reporter, SteadyGlo, 24 h; inhibition, % at 12.6 µM; 360,000 tested, 1.2% active;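 active = mean replicate inhibition at least 60% with every replicate also reaching 60%; inconclusive = only one of the two criteria is met; inactive = mean below 60% and not all replicates reaching 60%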;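 note: luciferase light reporting Pax8 driven TPO promoter activity; plate controls were median of neutral control wells for no effect and mitoxantrone controls for full effect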
DENV2 CPE: protects cells from dengue virus 2 cytopathic effect. DENV2-infected cells, cytopathic effect rescue, plate reader. CPE inhibition, % at 9.99 µM. 350,000 tested, 1.7% active. AID 651640; in the data active = CPE inhibition above about 20%, passing the limit was not always enough; inconclusive = no clear call, values can overlap the other calls; tested in BHK-21 cells;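 note: 0% = median of neutral control wells and 100% = median of positive control wells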
EWS-Fli block: inhibitors of EWS/Fli oncoprotein transcriptional activity | A673 NR0B1-luciferase reporter, viability-normalised | inhibition, % at 12.6 µM | 350,000 tested, 0.67% active | AID 651661;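 active = mean inhibition of at least 50% after viability correction, with every replicate also passing that limit; inconclusive = mean reaches 50% but only one of two replicates passes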;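 note: firefly luciferase signal divided by Alamar Blue viability fluorescence both relative to DMSO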
FN deposition inh: fibronectin deposition inhibition; inhibition, % at 12.6 µM; AH1F fibroblasts, Alexa488-fibronectin deposition fluorescence, overnight; 350,000 tested, 0.086% active; AID 743247;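 active = mean inhibition across replicates of 30% or more, regardless of how many single replicates reach that level; inconclusive = mean under 30% yet at least half of replicates reach 30%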;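 note: positive control wells lacked labelled fibronectin entirely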
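Material: AH1F fibroblast monolayer depositing Alexa488-labelled fibronectin into matrix / Amount: 10000 AH1F cells per well / Signal: fluorescence 485/525 nm / Medium: DMEM, 2% serum / Compound: single dose, pinned / Incubation: 1 h cell adhesion before compound, then overnight fibronectin incubation / Reagent: Alexa488-FN, 24 nM final / Read-out: inhibition of fibronectin deposition signal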
miR-122 sensor: miR-122 inhibition in Huh7 cells. Huh7 miR-122 Renilla luciferase sensor, 48 h; neutral wells = 0, positive control = 100. activation (reporter increase), % at 12.5 µM. 340,000 tested, 0.3% active. AID 602342;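 active = mean replicate activation score at least 90 and every replicate individually at or above 90; inconclusive = only one of the two criteria met; inactive = neither criterion met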;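 note: higher luciferase means less miR-122 activity so hits act as miR-122 inhibitors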
INS-1E GSIS act: GLuc luminescence reporter in INS-1E cells, primary screen for activators of glucose-dependent secretion of insulin. activation, % at 16.6 µM. 370,000 tested, 0.61% active. INS-1E GLuc reporter insulin secretion, 2-3 h. AID 743287;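 active = lowest replicate activation of at least 40%, so every replicate reaches that level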;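 note: 0% = median of neutral control wells and 100% = median of IBMX positive control wells; some compounds called inactive have numbers as strong as hits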
F508del corr: correctors of CFTR F508del function in bronchial epithelial cells. CFBE cells, YFP halide quenching; stimulated with forskolin plus potentiator P3; % fluorescence drop versus neutral controls. activity (quench increase), % at 7.58 µM. 350,000 tested, 0.36% active;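 active = mean added fluorescence quench of at least 8% versus neutral control, with both replicates also reaching 8%; inconclusive = only one of the mean or replicate conditions met; inactive = mean below 8% and not both replicates reaching 8%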;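 note: cells transiently co-express mutant CFTR-F508del with the halide-sensitive YFP; corrector assay measuring rescue of mutant channel to the surface after 24 h compound exposure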
An asterisk follows results filed as active; ? = inconclusive; · = not tested or not shown; [ ] = remark or other dose.

SMILES	PAX8 inh HTS	DENV2 CPE	EWS-Fli block	FN deposition inh	miR-122 sensor	INS-1E GSIS act	F508del corr
CC[C@]12c3[nH]c4cc(CCC(=O)N(C)C)ccc4c3CCN1C(=O)[C@@H](CC(=O)NCc1cccc(C(F)(F)F)c1)C[C@@H]2C(=O)N1CCN(C(=O)C2CC2)CC1	10	-5	0	7	-1	-8	-0.2
CC(C(=O)NCc1ccccc1)N1CCN(c2ccc(F)cc2)CC1 (stereo not given)	11	11	2	-2	-2	1	0.9
C[C@H](CO)N1C[C@H](C)[C@H](CN(C)Cc2ccccc2)Oc2ncc(C#CC3(O)CCCC3)cc2C1=O	·	-4	-1	·	2[16.7 µM]	4	-1.8
CCc1nnc(NC(=O)CSc2nnc(C)n2Cc2ccccc2)s1	·	0	9	·	25	-1	2.7
CC(C)NC(=O)N(C)C[C@@H]1Oc2ncc(C#CCC3CCCC3)cc2C(=O)N([C@@H](C)CO)C[C@H]1C	·	16	-8	-16	8[16.7 µM]	1	-1.3
C/C=C/c1ccc([C@@H]2[C@@H](CO)N(C(C)=O)[C@H]2CN(CC)C(=O)CC)cc1	5	·	-2	·	-18[16.7 µM]	11	-2.6
C[C@H]1CN([C@@H](C)CO)C(=O)c2cc(NC(=O)Nc3ccccc3)ccc2O[C@@H]1CN(C)Cc1ccc(C(=O)O)cc1	-6	-13	-22	·	-5[16.7 µM]	8	0.4
COc1ccc(NC(=O)CS(=O)CC(=O)Nc2ccc(NC(C)=O)cc2)cc1 (stereo not given)	-17	14	-3	-2	4	16	-2.2
C[C@@H](NC(=O)[C@@H]1Cc2ccccc2CN1C(=O)OC(C)(C)C)C(=O)NCc1ccco1	0	6	-14	5	-10	-1	2.7
C[C@H]1CN([C@@H](C)CO)C(=O)c2cc(NC(=O)Nc3ccc(F)cc3)ccc2O[C@@H]1CN(C)Cc1ccccc1	-3	-4	11	·	-4[16.7 µM]	12	0.8
O=C(Nc1nnc(-c2cc(Cl)ccc2Cl)o1)C1=COCCO1	7	-6	-1	0	·	-4	0.8
CC(C)C[C@@H](CN1CCC[C@@H]1CN1C(=O)C(=O)NC[C@@H]1Cc1ccccc1)N1C[C@H](Cc2ccc(O)cc2)N(CC2CCCCCC2)C(=O)C1=O	44	5	7	-1	1	-1	-1.0
O=C(c1ccc2c(c1)OCO2)C1CCCN(Cc2c(F)ccc(F)c2F)C1 (stereo not given)	0	2	2	11	-2	-7	-1.3
CCCCCCCN1CCC(=O)N(CCO)CC1	-3	-8	-3	7	6	7	1.4
C[C@H](O)C#Cc1cnc2c(c1)C(=O)N([C@@H](C)CO)C[C@@H](C)[C@@H](CN(C)Cc1ccccn1)O2	·	5	-9	·	-4[16.7 µM]	3	0.5
CNC[C@H]1Oc2ccc(NS(=O)(=O)c3cccs3)cc2C(=O)N([C@@H](C)CO)C[C@H]1C	·	-2	0	-9	4[16.7 µM]	12	0.1
Cc1ccc(CN2CCN(Cc3cccc4c3OCO4)CC2CCO)cc1 (stereo not given)	15	2	-1	-7	-8	36	-3.2
CCn1cc(C(=O)O)c(=O)c2cc(F)c(N3CCN(C(=S)NC(=O)c4ccccc4C)CC3)cc21	29	-3	5	-9	·	1	1.1
CN1CCN(CC(=O)c2cc(C(C)(C)C)c(O)c(C(C)(C)C)c2)CC1	-4	-4	9	-4	-3	-18	-3.9
CN(CCc1ccccc1)C(=O)c1cccc(NC(=O)Cc2cccc(NC(=O)C3CCN(C(=O)c4ccccc4)CC3)c2)c1	17	?	-3	1	-5	2	1.0
C[C@H](CO)N1C[C@H](C)[C@H](CN(C)C(=O)c2cccnc2)Oc2cc(-c3cccc(C#N)c3)ccc2S1(=O)=O	·	12	4	4	0[16.7 µM]	21	5.7
C[C@H](CO)N1C[C@H](C)[C@@H](CN(C)C(=O)Nc2ccc(C(F)(F)F)cc2)Oc2c(NS(C)(=O)=O)cccc2C1=O	-8	8	-5	·	20[16.7 µM]	0	0.4
CCCCSc1cc(=O)[nH]c(N)n1	-22	-1	1	1	-9	29	-2.8
Cc1cc(Cl)ccc1NC(=O)C1COc2ccccc2O1 (stereo not given)	10	-5	-2	-3	-12	-8	0.1

Part of the list above in order of molar mass, low to high:
SMILES	PAX8 inh HTS	DENV2 CPE	EWS-Fli block	FN deposition inh	miR-122 sensor	INS-1E GSIS act	F508del corr
CCCCSc1cc(=O)[nH]c(N)n1	-22	-1	1	1	-9	29	-2.8
CCCCCCCN1CCC(=O)N(CCO)CC1	-3	-8	-3	7	6	7	1.4
C[C@H](O)C#Cc1cnc2c(c1)C(=O)N([C@@H](C)CO)C[C@@H](C)[C@@H](CN(C)Cc1ccccn1)O2	·	5	-9	·	-4[16.7 µM]	3	0.5
CNC[C@H]1Oc2ccc(NS(=O)(=O)c3cccs3)cc2C(=O)N([C@@H](C)CO)C[C@H]1C	·	-2	0	-9	4[16.7 µM]	12	0.1
C[C@H](CO)N1C[C@H](C)[C@H](CN(C)C(=O)c2cccnc2)Oc2cc(-c3cccc(C#N)c3)ccc2S1(=O)=O	·	12	4	4	0[16.7 µM]	21	5.7
C[C@H](CO)N1C[C@H](C)[C@@H](CN(C)C(=O)Nc2ccc(C(F)(F)F)cc2)Oc2c(NS(C)(=O)=O)cccc2C1=O	-8	8	-5	·	20[16.7 µM]	0	0.4

Next compounds.
SMILES	PAX8 inh HTS	DENV2 CPE	EWS-Fli block	FN deposition inh	miR-122 sensor	INS-1E GSIS act	F508del corr
Cc1nc(C)c(-c2ccc(SCC(=O)Nc3cccc(Cl)c3)nn2)s1	10	?	·	-4	-2	15	2.4
COCCNc1nc(-c2ccccc2)nc2c1oc1ccccc12	27	3	3	-91	·	·	-0.4
O=C(COC(=O)[C@@H]1CCCN1S(=O)(=O)c1ccccc1F)NCc1ccc2c(c1)OCO2	-19	-7	-1	7	4	0	-1.7
O=S(=O)(CCSc1ccc(C(F)(F)F)cn1)c1ccccc1	5	0	-13	-1	·	6	-0.5
CC(C)(C)c1ccc(OCC(=O)NNC(=S)NC(=O)c2ccco2)c(Br)c1	-7	-6	·	·	·	-7	0.9
CNC(=O)C[C@H]1CC[C@H]2[C@H](COc3ccc(NC(=O)C4CC4)cc3C(=O)N2C)O1	-18	-4	-9	-1	-7[16.7 µM]	18	0.4
Cc1ccc(S(=O)(=O)N2CCN(C(=O)c3ccc(N4CCC(C)CC4)c([N+](=O)[O-])c3)CC2)cc1	14	15	12	-3	-3	-16	2.3
COc1cccc(CNc2nc3cc(-c4ccc(OC)c(OC)c4)sc3c(=O)n2C)c1	12	13	11	0	-1	-4	1.5
CC12CCC(=O)N1C(C(=O)OCC(=O)Nc1cccc(Br)c1)CS2 (stereo not given)	17	·	-11	·	-10	1	0.4
Nc1nc(-c2cccs2)c(-c2cccs2)s1	-28	6	-7	4	3	26	-0.4
C[C@@H]1CN([C@@H](C)CO)C(=O)c2cc(NC(=O)C3CC3)ccc2O[C@H]1CN(C)C(=O)Nc1cccc2ccccc12	·	-3	5	4	1[16.7 µM]	16	-0.1
COc1cc(SC)ccc1C(=O)Nc1c(Cl)cncc1Cl	-18	11	-4	·	-2	4	·
C[C@@H]1CN([C@@H](C)CO)C(=O)c2cccc(NS(=O)(=O)c3ccc(F)cc3)c2O[C@@H]1CN(C)C	-4	-1	-1	5	0[16.7 µM]	-6	0.8
COc1ccccc1-n1cnc2cc(NC(=O)c3ccco3)ccc21	·	4	9	·	20	-16	1.4
COc1ccccc1C(=O)Nc1ccc2c(c1)C(=O)N(C)C[C@H](OC)[C@@H](C)CN(C(C)=O)[C@H](C)CO2	·	7	-8	14	-7[16.7 µM]	3	1.6
Cn1c(=O)c2c(-c3ccc(C(C)(C)C)cc3)n(CC3CCCO3)cc2n(C)c1=O (stereo not given)	-23	·	·	-5	16	·	·
Cc1ccc(F)c(S(=O)(=O)NC(=O)C2(C)CCN2C(=O)C/C=C/c2ccccc2)c1 (stereo not given)	13	-10	-1	-1	-5	-9	-1.3
CC(C)CC#Cc1ccc2c(c1)O[C@@H](CN(C)CC1CCOCC1)[C@@H](C)CN([C@H](C)CO)S2(=O)=O	·	-4	9	·	8[16.7 µM]	-9	4.8
CO[C@H]1CN(C)C(=O)c2cc(NS(C)(=O)=O)ccc2OC[C@@H](C)N(Cc2ccccc2)C[C@H]1C	-11	-2	6	7	11[16.7 µM]	2	-1.0
COC(=O)c1sccc1NC(=O)CC1C(=O)NCCN1C(=O)Nc1ccc(OCc2ccccc2)cc1 (stereo not given)	9	3	2	4	4	-6	-1.1
C[C@H]1CN([C@@H](C)CO)C(=O)Cc2cc(NS(=O)(=O)c3ccccc3)ccc2O[C@@H]1CN(C)S(=O)(=O)c1cccs1	1	1	0	·	0[16.7 µM]	-3	-4.7
CN1C(=O)c2cc(NC(=O)c3ccc(Cl)cc3)ccc2OC[C@@H]2O[C@H](CC(=O)NCc3cccc(F)c3)CC[C@@H]21	37	-14	9	18	-32[16.7 µM]	1	0.6
Cc1ccccc1NCCC(=O)Nc1ccc(Cl)cc1	-6	9	-19	4	·	-45	1.6
CC1(C(=O)NCc2cccc3ccccc23)CCN1C(=O)Cc1ccc(-c2ccccc2)cc1 (stereo not given)	-3	12	-1	-19	-1	-1	7.5
O=C(Nc1ccccc1)N1CCCCN2[C@H](C1)[C@@H](c1ccc(C#Cc3ccccc3)cc1)[C@@H]2CO	99*	-3	4	·	-8[16.7 µM]	-28	2.1
CCN(CC)c1nc(C#N)nc(N(CC)CC)n1	-5	·	·	7	-5	·	·
COc1ccc(NC(=O)CSc2c3c(nc4cc(Cl)ccc24)CCCC3)cc1OC	37	-1	4	1	·	9	2.7
COc1ccc(NC(=O)CSc2nncc(=O)n2N)cc1OC	·	-2	-3	2	6	·	0.9
COc1ccc(CCN(C)C(=O)C2CCN(Cc3cccc(OC)c3OC)CC2)cc1OC	-1	2	0	-2	3	6	-1.1
COc1ccc(S(=O)(=O)Nc2ccc3c(c2)C(=O)N([C@@H](C)CO)C[C@@H](C)[C@H](CN(C)Cc2ccc4c(c2)OCO4)O3)cc1	-10	-7	-1	-6	-1[16.7 µM]	9	0.4
O=C(Cc1n[nH]c(=O)c2ccccc12)Nc1cc(Cl)ccc1-n1cncn1	21	0	3	-5	-2	6	0.4
CCNC(=O)Nc1ccc2c(c1)C(=O)N(C)[C@@H]1CC[C@H](CC(=O)NCC3CC3)O[C@H]1CO2	-14	5	-5	11	-10[16.7 µM]	8	-1.0
CC=Cc1ccc2n(c1=O)C[C@@H]1[C@@H](CO)[C@H](C(=O)N3CCN(C)CC3)N(Cc3ccccc3F)[C@H]21 (mixture of isomers)	-7	7	2	·	0[16.7 µM]	4	-5.3
Cc1ccc(NCC(=O)N=Nc2c(O)[nH]c3ccc([N+](=O)[O-])cc23)cc1	16	8	-98	-6	·	7	-4.7
COc1ccc(CNC(=O)CCSc2nc(-c3ccc4c(c3)OCO4)cc(C(F)(F)F)n2)cc1	12	·	·	-7	-2	·	·
CC(NC(=O)c1cc(F)c(F)cc1Cl)C1CC2CCC1C2 (stereo not given)	-3	-1	-10	4	-3	-6	-3.3
